# Screening results from PubChem.
# TCR-CD3 inh: inhibitors of human TCR-CD3 interaction, primary screen, biochemical, fluorescence, TAMRA-labeled TCR probe | T-cell receptor (TCR) | inhibition, % at 9.4 µM | 360,000 compounds, 0.37% hits | AID 651800, 2012; in the data active = inhibition above about 19%;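 note: recombinant mutant TCR 2C K166C tagged with TAMRA read by polarization; 0% = receptor in buffer alone and 100% = receptor with positive control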
# ABHD4 inh: ABHD4 inhibitors, primary screen, biochemical, fluorescence polarization, mouse; (Lyso)-N-acylphosphatidylethanolamine lipase (Mus musculus), Q8VD66; purified mABHD4, FP-Rh probe fluorescence polarization; inhibition, % at 8.92 µM; 370,000 compounds, 0.54% hits;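 active = inhibition exceeding the mean over every tested compound plus 3 SD, cut at about 30% in these data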;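 note: 0% = plate median of compound wells and 100% = S159A mutant with DMSO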
#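 Test system: mABHD4 protein; Read-out basis: % inhibition; Incubation: 45 min + 60 min at 25 °C; Repeats: single replicate; Technique: fluorescence polarization with parallel and perpendicular emission, 525/598 nm; Compound: 8.92 µM, single dose; Benchmarks: full inhibition S159A mutant plus DMSO, zero as sample-well median.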
# GC-A act: GC-A stimulated cGMP production enhancers – HEK293 GC-A cells, cGMP TR-FRET, EC30 ANP, primary screen | 0% at EC30 ANP, 100% saturating ANP | Atrial natriuretic peptide receptor 1 (Homo sapiens), P16066 | 370,000 compounds, 0.14% hits | AID 1671463, 2021 | activation, % at 10 µM; in the data active = activation above about 40%
# SIAE inh: human SIAE inhibitors, primary screen, biochemical, fluorescence polarization, FP-Rh probe, 1536-well HTS | Sialate O-acetylesterase (Homo sapiens), Q9HAT2 | SIAE FP-Rh probe binding | inhibition, % at 9.66 µM | 370,000 compounds, 0.69% hits | AID 1053197, 2014;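 active = inhibition above a cutoff: mean of compounds within the control limits plus 3 SD of those, cut at about 17% in these data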;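 note: 0% = plate median of compound wells and 100% = probe without SIAE protein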
# rCAG binder: binders of r(CAG) RNA repeats, primary screen, biochemical, fluorescence; r(CAG) RNA repeat, TO-PRO-1 dye displacement fluorescence; inhibition, % at 3 µM; 370,000 compounds, 1.3% hits; AID 651821, 2012;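 active = inhibition above the plate cutoff, the mean of all test compounds on that plate plus 3 SD, cut at about 35% in these data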;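 note: 0% = DMSO alone and 100% = 100 µM mitoxantrone as full dye displacement; higher means more dye released from RNA so lower well fluorescence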
# UHRF1 MBD2 ctr: UHRF1 methylated DNA binding inhibitors, primary screen, counter-screen for MBD2 inhibitor project, biochemical, TR-FRET, human UHRF1, single concentration; E3 ubiquitin-protein ligase UHRF1 (Homo sapiens), Q96T88; UHRF1 binding to methylated oligo; inhibition, % at 4.4 µM; 370,000 compounds, 0.75% hits; AID 687016, 2013; in the data active = inhibition above about 21%;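 note: UHRF1 SRA domain binding a hemimethylated CpG hairpin DNA probe; 0% = median of test compound wells and 100% = reference inhibitor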
# HTRA1 inh: HTRA1 serine protease inhibitors, primary screen, biochemical, fluorescence polarization, HTS | Q92743 | recombinant HTRA1, FP-rhodamine activity-based probe | inhibition, % at 5.96 µM | 340,000 compounds, 0.5% hits | AID 504803, 2011; in the data active = inhibition above about 36%;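 note: 0% = enzyme with DMSO and 100% = wells lacking enzyme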
# Target sequence (Q92743 whole entry, looked up): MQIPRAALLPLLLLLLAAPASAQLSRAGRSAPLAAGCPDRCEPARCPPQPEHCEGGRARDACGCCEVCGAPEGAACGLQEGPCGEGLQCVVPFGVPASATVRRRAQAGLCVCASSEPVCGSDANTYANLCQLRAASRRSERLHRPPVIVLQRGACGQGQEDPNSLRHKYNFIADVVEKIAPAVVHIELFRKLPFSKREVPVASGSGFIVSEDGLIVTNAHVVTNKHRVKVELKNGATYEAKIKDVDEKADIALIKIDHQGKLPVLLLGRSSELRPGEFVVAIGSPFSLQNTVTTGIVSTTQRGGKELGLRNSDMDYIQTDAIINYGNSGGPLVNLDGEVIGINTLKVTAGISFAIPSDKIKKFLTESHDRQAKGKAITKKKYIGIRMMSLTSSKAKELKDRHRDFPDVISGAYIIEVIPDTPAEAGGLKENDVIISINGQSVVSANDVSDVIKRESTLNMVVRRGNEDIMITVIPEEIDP
# NPR2 activator: human GC-B receptor activators, primary screen, HEK293 GC-B cells, cGMP TR-FRET, EC30 CNP. 370,000 compounds, 0.11% hits. activation, % at 10 µM. 0% at EC30 CNP, 100% saturating CNP. Atrial natriuretic peptide receptor 2 (Homo sapiens), P20594;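 active = activation at 10 µM reaching about 35% in either raw or pattern-adjusted values, limit read from the data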
# MBD2 inh: inhibitors of MBD2 binding to methylated DNA, primary screen, biochemical, TR-FRET, DNA-binding domain, human; Methyl-CpG-binding domain protein 2 (Homo sapiens), Q9UBB5; MBD2 binding to methylated oligonucleotide; 370,000 compounds, 0.31% hits; AID 686964, 2013; inhibition, % at 4.4 µM; in the data active = inhibition above about 13%
# PRMT1 FP inh: PRMT1 methyltransferase inhibitors, primary screen, biochemical, fluorescence polarization | recombinant PRMT1, activity-based probe fluorescence polarization | inhibition, % at 2.79 µM | 370,000 compounds, 1.3% hits;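 active = inhibition above about 21% made by adding two undisclosed values, limit read from the data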
# Target sequence (Q99873 whole entry, looked up): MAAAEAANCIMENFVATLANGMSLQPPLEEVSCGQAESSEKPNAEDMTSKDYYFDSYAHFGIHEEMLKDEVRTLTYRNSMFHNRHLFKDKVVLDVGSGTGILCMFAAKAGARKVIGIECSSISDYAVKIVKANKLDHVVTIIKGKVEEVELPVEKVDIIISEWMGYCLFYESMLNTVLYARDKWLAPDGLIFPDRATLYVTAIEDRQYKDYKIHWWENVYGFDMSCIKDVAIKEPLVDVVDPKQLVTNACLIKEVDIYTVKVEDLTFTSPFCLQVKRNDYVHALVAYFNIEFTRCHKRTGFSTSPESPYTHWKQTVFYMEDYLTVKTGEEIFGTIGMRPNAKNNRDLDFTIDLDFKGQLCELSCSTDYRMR
# An asterisk follows results filed as active; / = not tested or not shown. The list is partial; count on the stated rates, not on these rows.
SMILES,TCR-CD3 inh,ABHD4 inh,GC-A act,SIAE inh,rCAG binder,UHRF1 MBD2 ctr,HTRA1 inh,NPR2 activator,MBD2 inh,PRMT1 FP inh
O=C(NCc1ccco1)/C(=C\c1cccc([N+](=O)[O-])c1)NC(=O)c1ccco1,-2,8,4,-1,-1,0,0,-6,1,0
CCN(C(=O)CN1C(=O)/C(=C/c2ccccc2F)SC1=S)C1CCS(=O)(=O)C1 (stereo not given),3,4,-5,-3,1,2,-4,0,-2,4
CC(C)(C)NC(=O)CSc1nsc(SCC(=O)NC(C)(C)C)c1C#N,-3,4,3,-6,-3,-2,4,-3,0,1
Cn1cccc1/C=N/NC(=O)c1cccc(OC(F)(F)C(F)F)c1,-8,8,-1,-6,-3,6,2,-9,4,2
Cc1cc(C)cc(NC(=O)CCCSc2nc3ccccc3[nH]2)c1,-2,-11,-2,-4,1,-1,-25,-10,-1,2
COc1ccc(CNC(=O)CSc2nnc(C3CC3)n2C2CC2)cc1,-3,2,1,6,5,1,-1,2,-1,2
CCOc1nc(N=C(N)N)nc2c(C)cccc12,1,-1,11,0,18,1,-11,0,0,1
NC(=S)Nn1c(CCC(=O)O)ccc1-c1ccccc1,9,3,-1,8,1,-3,0,-4,-3,1
COc1ccc(-n2ncc3c(=O)n(CC(=O)N4c5ccccc5CC4C)cnc32)cc1 (stereo not given),1,1,2,1,-2,-4,2,-3,0,1
Cc1nc2ccccc2n1C(=O)N1CCOCC1,-1,6,4,0,-4,-1,3,3,0,0

# Record cards, as listed above. Values in the order: TCR-CD3 inh | ABHD4 inh | GC-A act | SIAE inh | rCAG binder | UHRF1 MBD2 ctr | HTRA1 inh | NPR2 activator | MBD2 inh | PRMT1 FP inh
# Listed for NC(=S)Nn1c(CCC(=O)O)ccc1-c1ccccc1 = 9 | 3 | -1 | 8 | 1 | -3 | 0 | -4 | -3 | 1
# Listed for COc1ccc(-n2ncc3c(=O)n(CC(=O)N4c5ccccc5CC4C)cnc32)cc1 (stereo not given) = 1 | 1 | 2 | 1 | -2 | -4 | 2 | -3 | 0 | 1
# Listed for O=C(NCc1ccco1)/C(=C\c1cccc([N+](=O)[O-])c1)NC(=O)c1ccco1 = -2 | 8 | 4 | -1 | -1 | 0 | 0 | -6 | 1 | 0
# Listed for Cc1cc(C)cc(NC(=O)CCCSc2nc3ccccc3[nH]2)c1 = -2 | -11 | -2 | -4 | 1 | -1 | -25 | -10 | -1 | 2
# Listed for Cc1nc2ccccc2n1C(=O)N1CCOCC1 = -1 | 6 | 4 | 0 | -4 | -1 | 3 | 3 | 0 | 0

# (listing goes on)
SMILES,TCR-CD3 inh,ABHD4 inh,GC-A act,SIAE inh,rCAG binder,UHRF1 MBD2 ctr,HTRA1 inh,NPR2 activator,MBD2 inh,PRMT1 FP inh
O=C(CNc1ccccc1N1CCCC1=O)Nc1cc(Cl)ccc1-n1cncn1,-12,1,-1,3,-3,1,7,2,3,-1
CS(=O)(=O)N(CC(=O)NCCSCc1c(F)cccc1Cl)c1ccc2c(c1)OCO2,-7,-1,6,18*,0,3,7,-12,-4,3
CCOC(=O)CSc1n[nH]c(=S)s1,2,5,-3,7,0,-2,6,0,-4,2
Cc1cc(N2CCN(S(=O)(=O)c3ccc(Cl)cc3)CC2)c2ccccc2n1,4,-3,-5,-3,-2,3,-5,-6,1,2
COc1ccc(NC2CCCN(C(=O)c3ccc(C)c(N4CCNC4=O)c3)C2)cc1 (stereo not given),3,7,-1,9,1,1,3,-5,-2,2
CCOc1ccc2oc(C(=O)NCC(c3ccco3)N(C)C)c(C)c2c1 (stereo not given),-3,-5,0,-5,-5,1,-5,-2,-1,-5
COc1cc(Cn2cc([C@]34C[C@H]5C(=O)N(C)CC(=O)N5[C@H]3N(S(=O)(=O)c3ccccc3)c3ccccc34)c3ccccc32)cc(OC)c1,/,-1,-14,1,/,3,/,-11,6,6
O=C(Cn1c(=O)n(-c2cccc(Cl)c2)c(=O)n1CC(=O)N1CCCCC1)N1CCCCC1,-3,-2,3,-5,-5,2,4,6,1,-1
CC1CN(N=Cc2ccc([N+](=O)[O-])o2)C(=N)O1 (stereo not given),-3,-1,-2,5,8,-9,6,-1,-2,8
CN1CCC=C(C(=O)N2c3ccccc3Sc3ccc(Cl)cc32)C1,10,2,-37,7,-5,-2,-8,-25,3,-2
CCc1ccc(-c2cc(C)no2)cc1S(=O)(=O)Nc1cccc(CN2CCCC2)c1,3,10,1,6,3,1,0,-7,1,-2
Cc1cccc(-c2c(NC(=O)c3ccco3)oc3ccc(Cl)cc3c2=O)c1,-10,-11,-1,-12,12,1,-4,-2,6,5
O=C(CCNS(=O)(=O)c1ccc(OC(F)(F)F)cc1)NC1CC1,1,2,2,-5,0,2,5,4,2,4
CCc1nc2ccc(C(=O)Nc3ccc(OC)c(OC)c3)cn2c1N(C)C(=O)Cc1ccccc1,-1,8,1,3,-1,1,/,0,3,0
CCN(CC)S(=O)(=O)c1ccc2[nH]c(=O)cc(C(=O)NCC(c3ccco3)N3CCCC3)c2c1 (stereo not given),1,-12,4,-8,0,5,-4,7,8,7
COc1cc(OC)cc(C(=O)N2CCN(Cc3cccc(F)c3)CC2)c1,-5,10,6,-1,-8,1,3,7,2,4
COc1ccccc1C1C(C(C)=O)=C(O)C(=O)N1c1ccc(O)cc1 (stereo not given),7,2,2,4,-1,-6,3,-3,-7,-6
CCCCn1c(NCc2ccncc2)nc2ccccc21,3,-4,-7,4,-3,-2,4,-7,0,1
COc1ccccc1-n1cnnc1SCC(=O)NC1CCCC1,2,-1,-3,-4,-1,0,1,2,-1,-5
O=C(Cc1cccc(C(F)(F)F)c1)N1CCCC1,5,4,1,2,-3,-1,1,3,3,2
Nc1nnn(CC(=O)N/N=C/c2ccccc2Cl)n1,1,-3,0,7,2,-3,/,3,-3,-2
COc1ccc(N(C(=O)CNC(=O)c2ccco2)C(C(=O)NC2CCCC2)c2ccco2)cc1 (stereo not given),6,-5,-5,8,-4,1,-9,-5,4,-4
CCN(C(=O)CSc1nnc(-c2ccccc2Br)o1)C1CCS(=O)(=O)C1 (stereo not given),3,-5,4,5,-3,-1,-6,0,2,-5
COc1ccc(OCC(=O)NNC(=O)C(=O)Nc2ccccc2)cc1,-4,4,-2,0,1,0,1,-5,-2,2
O=C1N[C@H](Cc2ccccc2)COC(=O)[C@H](Cc2ccc(F)cc2)C/C=C\C[C@@H]1CC(=O)N(CCO)Cc1ccccc1,2,-7,0,-1,-2,-2,-38,4,-3,-2
CN(c1ccc(C(=O)N/N=C/c2cccc([N+](=O)[O-])c2)cc1)S(=O)(=O)c1ccccc1,-1,4,4,-2,8,-1,-7,10,-3,1
Cn1c(=O)c2c(-c3ccccc3)n(-c3cc([N+](=O)[O-])ccc3N)cc2n(C)c1=O,0,3,-5,2,5,-3,/,-4,-1,0
COP(=O)(OC)c1nc(-c2cccc3ccccc23)oc1NCCc1ccccc1,-7,7,11,4,0,4,-41,6,0,3
CC(C)[C@H](NC(=O)c1ccc([N+](=O)[O-])cc1Cl)C(=O)N1CCN(C/C=C/c2ccccc2)CC1,3,-4,0,-4,1,2,-6,0,-2,0
Cc1ccc(NC(=O)CCC(=O)NNC(=S)Nc2ccccc2)c(C)c1,-7,1,3,0,-2,-2,7,1,1,14

# 3 of the entries above in order of their number in TCR-CD3 inh, falling.
Molecule	TCR-CD3 inh	ABHD4 inh	GC-A act	SIAE inh	HTRA1 inh	NPR2 activator	MBD2 inh	PRMT1 FP inh
CN1CCC=C(C(=O)N2c3ccccc3Sc3ccc(Cl)cc32)C1	10	2	-37	7	-8	-25	3	-2
COc1ccc(N(C(=O)CNC(=O)c2ccco2)C(C(=O)NC2CCCC2)c2ccco2)cc1 (stereo not given)	6	-5	-5	8	-9	-5	4	-4
Cc1cccc(-c2c(NC(=O)c3ccco3)oc3ccc(Cl)cc3c2=O)c1	-10	-11	-1	-12	-4	-2	6	5

# Continuation:
SMILES,TCR-CD3 inh,ABHD4 inh,GC-A act,SIAE inh,rCAG binder,UHRF1 MBD2 ctr,HTRA1 inh,NPR2 activator,MBD2 inh,PRMT1 FP inh
CCn1ncc(S(=O)(=O)N2CCN(c3cccc(OC)c3)CC2)c1C,7,8,-2,15,-6,0,-8,-1,0,0
NC1=NN=C(N2N=C(c3ccco3)CC2(O)C(F)(F)F)n2ncnc2C1 (stereo not given),-2,8,3,4,3,-1,3,-6,0,-5
Cc1ccc(CNC(=O)CNC(=O)[C@@H]2Cc3ccccc3CN2C(=O)OC(C)(C)C)cc1,2,4,-1,3,-7,-1,1,-5,-3,-2
O=C(Nc1ccc(F)cc1)C(NC1CCCCC1)c1ccccc1 (stereo not given),-4,1,-4,0,-7,1,-10,-10,-1,-1
Brc1ccc(-c2noc(-c3ccccn3)n2)o1,7,3,-1,-2,-1,-3,-7,-5,4,-1
CCOC(=O)c1cnn(C)c1NC(=O)c1ccc([N+](=O)[O-])cc1,-6,0,2,-3,1,1,-3,-1,0,4
CN(C)c1ccc(C2OC(=O)C(C)(C)C(=O)C2(C)C)cc1 (stereo not given),3,-3,/,0,-4,-2,1,/,-1,-2
Cc1cccc(S(=O)(=O)c2c(N)n(/N=C/c3ccco3)c3nc4ccccc4nc23)c1,-3,-8,-1,-11,13,-1,-44,-9,-1,1
O=S1(=O)N=C(N2CCOCC2)c2ccccc21,3,4,6,-3,4,-3,3,2,5,0
COc1ccc(Oc2cc(C(F)(F)F)cnc2C(N)=O)cc1,6,8,-1,1,1,-3,-3,0,-4,1
Cn1c(CSc2ncccn2)nnc1SCC(=O)N1CCCc2ccccc21,6,-5,0,4,-3,-1,10,1,-4,-3
CCc1cccc2c(-c3csc(=NC)n3C)c[nH]c12,1,8,5,8,0,-2,/,3,-1,-1
O=C(COC(=O)c1cc(Br)c(Br)s1)NCCC1=CCCCC1,4,-5,-4,0,0,-2,-2,-1,2,-1
C/C(Cl)=C/Cc1c(C)[nH]c2ccc(C)cc2c1=O,7,7,-7,0,0,1,5,2,1,-1
Cc1noc(C)c1COc1ccc(C(=O)Nc2ncccc2O)cc1,8,3,0,4,-4,-4,7,-5,0,0

# Entries listed so far printed as active in SIAE inh:
smiles	TCR-CD3 inh	ABHD4 inh	GC-A act	SIAE inh	HTRA1 inh	NPR2 activator	MBD2 inh	PRMT1 FP inh
CS(=O)(=O)N(CC(=O)NCCSCc1c(F)cccc1Cl)c1ccc2c(c1)OCO2	-7	-1	6	18*	7	-12	-4	3

# As entered above.
# `Cc1cc(N2CCN(S(=O)(=O)c3ccc(Cl)cc3)CC2)c2ccccc2n1` in GC-A act: -5
# `COc1ccc(OCC(=O)NNC(=O)C(=O)Nc2ccccc2)cc1` in NPR2 activator: -5
